D2 agonist – HTS Assay for Allosteric Agonists of the Human D2 Dopamine Receptor: Primary Screen for Agonists; HEK293 T-REx D2 cells, calcium flux agonist mode; activation, % at 2 µM; 0.53% of 340,000 active; AID 485358, 2010;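 active = activation over 3 SD above normal in the single-dose calcium agonist read, cut at about 30% in these data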; note: 0% is about no effect
Target sequence (P14416 whole entry, looked up): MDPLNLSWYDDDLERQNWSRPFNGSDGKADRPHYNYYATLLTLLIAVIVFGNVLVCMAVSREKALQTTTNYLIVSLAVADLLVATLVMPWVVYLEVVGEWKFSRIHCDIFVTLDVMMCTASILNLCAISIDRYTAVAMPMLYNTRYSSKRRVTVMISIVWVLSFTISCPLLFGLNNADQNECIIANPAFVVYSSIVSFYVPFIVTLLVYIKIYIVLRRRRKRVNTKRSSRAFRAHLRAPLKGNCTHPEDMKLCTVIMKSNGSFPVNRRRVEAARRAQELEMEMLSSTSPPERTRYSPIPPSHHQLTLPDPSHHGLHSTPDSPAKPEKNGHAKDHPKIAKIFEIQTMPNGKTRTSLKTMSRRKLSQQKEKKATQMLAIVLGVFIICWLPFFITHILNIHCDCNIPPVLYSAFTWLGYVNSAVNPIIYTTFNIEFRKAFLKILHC
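Agonism scored from kinetic calcium signal (1 read/sec, 180 s) following compound pin transfer, after a 10 s baseline. Cells: HEK293 Trex line expressing inducible D2 receptor coupled to calcium, dye-loaded after overnight culture at 30 C.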
D1 PAM – Potentiators of Human D1 Dopamine Receptor: qHTS; D(1A) dopamine receptor (Homo sapiens), P21728; HEK293 TREx D1 cells, calcium flux, dopamine EC20 potentiation; potentiation, % at 10 µM; 0.036% of 360,000 active; AID 504651, 2011; in the data active = potentiation above about 30%; note: 0% is about no effect
Target sequence (P21728 whole entry, looked up): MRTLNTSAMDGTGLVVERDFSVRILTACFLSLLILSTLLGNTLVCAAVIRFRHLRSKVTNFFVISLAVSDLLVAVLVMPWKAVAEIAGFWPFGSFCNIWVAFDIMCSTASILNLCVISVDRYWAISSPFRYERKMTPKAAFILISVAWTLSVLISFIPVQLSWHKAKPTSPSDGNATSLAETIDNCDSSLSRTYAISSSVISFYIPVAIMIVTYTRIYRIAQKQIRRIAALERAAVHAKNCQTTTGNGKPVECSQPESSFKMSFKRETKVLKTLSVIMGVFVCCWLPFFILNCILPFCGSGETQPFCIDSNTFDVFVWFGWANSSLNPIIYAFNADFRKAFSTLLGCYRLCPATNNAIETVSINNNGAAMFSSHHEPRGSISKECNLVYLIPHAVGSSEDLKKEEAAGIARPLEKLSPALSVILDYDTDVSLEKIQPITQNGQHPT
D2 potentiator – HTS Assay for Positive Allosteric Modulators of the Human D2 Dopamine Receptor: Primary Screen for Potentiators | D(2) dopamine receptor (Homo sapiens), P14416 | potentiation, % at 10 µM | HEK293 T-REx D2, calcium flux, EC20 dopamine potentiation | 0.34% of 340,000 active;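 active = potentiation over 3 SD above the plate norm, cut at about 30% in these data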; note: 0% is about no effect
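Tetracycline-induced Hek293 Trex D2 cells, force-coupled to calcium, loaded with no-wash calcium dye. Compound added with 180 s kinetic read for agonism, then EC20 dopamine and a further 180 s read for potentiation.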
RXFP1 antagonist – qHTS Assay for Antagonists of the Relaxin Receptor RXFP1; Relaxin receptor 1 (Homo sapiens), Q9HBX9; HEK293-RXFP1, relaxin-stimulated cAMP HTRF, 30 min; stronger effect = lower value; activity change, negative = inhibition, % at 57.5 µM; 0.59% of 350,000 active;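 active = activity change of -60% or lower, but not beyond a set lower limit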; note: % is set by controls: 0 for no effect and ±100 for the full control effect
TRHR agonist – qHTS for Small Molecule Agonists and Allosteric Enhancers of Human TRH Receptor: Primary Screen for Agonists; 0.18% of 360,000 active; activation, % at 2 µM; Thyrotropin-releasing hormone receptor (Homo sapiens), P34981; TRHR cells, calcium flux fluo-8, FDSS agonist mode; note: 0% is about no effect
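TRHR-expressing cells loaded with fluo-8 calcium dye; 23 nL library compound pin-transferred, kinetic FDSS fluorescence (Ex 480/Em 530) recorded about 180 s for agonist-induced calcium release, before a 10 nM TRH EC20 addition for potentiator mode.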
D1 antagonist – Antagonist of Human D 1 Dopamine Receptor: qHTS; 3.2% of 360,000 active; AID 504652, 2011; HEK293 TREx D1 cells, calcium flux, dopamine EC80; stronger effect = lower value; D(1A) dopamine receptor (Homo sapiens), P21728; activity change, negative = inhibition, % at 10 µM; in the data active = activity change below about -30%; note: % is set by controls: 0 for no effect and ±100 for the full control effect
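Inducible Hek293 Trex D1 cells (tetracycline, overnight, 30 C). Calcium dye 30–90 min RT. Antagonist mode: EC80 dopamine added after 180 s compound read.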
D2 antag – HTS Assay for Allosteric Antagonists of the Human D2 Dopamine Receptor: Primary Screen for Antagonists; D(2) dopamine receptor (Homo sapiens), P14416; HEK293 TREx D2 cells, calcium flux, dopamine EC80; inhibition, % at 10 µM; 2% of 340,000 active; in the data active = inhibition above about 30%; note: 0% is about no effect
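Read-out: kinetic calcium fluorescence (1 cycle/s) in inducible HEK293 T-REx D2 cells after an EC80 dopamine addition that followed 180 s compound preincubation. Loss of the dopamine response indicates antagonism.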
TRHR PAM – qHTS for Small Molecule Agonists and Allosteric Enhancers of Human TRH Receptor: Primary Screen for Enhancers; Thyrotropin-releasing hormone receptor (Homo sapiens), P34981; 0.66% of 360,000 active; AID 493056, 2011; TRHR cells, fluo-8 calcium fluorescence, EC20 TRH enhancement; enhancement, % at 2 µM; in the data active = enhancement above about 30%; note: 0% is about no effect
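Enhancer read-out: after compound pinning and an initial kinetic agonist-mode read, an EC20 of TRH (10 nM final) was injected and fluo-8 calcium signal (Ex 480/Em 530) followed at 1 s/cycle for 100 cycles in TRHR-expressing cells.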
D1 ag – Allosteric Agonists of the Human D1 Dopamine Receptor: qHTS; HEK293 T-REx D1 cells, calcium flux, agonist mode; activation, % at 2 µM; 1% of 360,000 active; note: 0% is about no effect
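Tetracycline-induced HEK293 TREx D1 cells, force-coupled to calcium signalling, were dye-loaded with a no-wash calcium kit. Compound was pin-added after a 10 s baseline. Fluorescence was read kinetically at 1 cycle/s for 180 s, with calcium rises flagged as agonism.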
* = called active by the depositor; / = not tested or not shown. Cut-off read from the data, not from the text of the source, unless noted: active = activation above about 30%; inactive = the rest.

Preview:
SMILES	D2 agonist	D1 PAM	D2 potentiator	RXFP1 antagonist	TRHR agonist	D1 antagonist	D2 antag	TRHR PAM	D1 ag
COCCNC(=O)c1ccc2c3n(nc2c1)-c1ccc(Cl)cc1CO3	0.6	-1	6	/	-0.2	-12	-11	-1	-1
CCCC1CC(CSc2ncn[nH]2)OC1=O (stereo unspecified)	-2.2	1	4	3	0.0	-9	4	4	5
Nc1c(C(=O)Nc2ccc(C(F)(F)F)cc2)sc2nc(-c3cccs3)ccc12	0.8	-2	-13	/	2.4	-8	/	-6	14
CC(=O)Nc1cccc(Oc2nc(C(F)(F)F)nc3ccccc23)c1	-2.7	/	-3	-38	0.1	6	5	-3	5
CSc1nsc(SCC(=O)NC2CCCCC2)n1	-0.5	1	5	-2	-0.4	1	-9	-1	-1

The whole of this part, repeating the preview:
SMILES	D2 agonist	D1 PAM	D2 potentiator	RXFP1 antagonist	TRHR agonist	D1 antagonist	D2 antag	TRHR PAM	D1 ag
COCCNC(=O)c1ccc2c3n(nc2c1)-c1ccc(Cl)cc1CO3	0.6	-1	6	/	-0.2	-12	-11	-1	-1
CCCC1CC(CSc2ncn[nH]2)OC1=O (stereo unspecified)	-2.2	1	4	3	0.0	-9	4	4	5
Nc1c(C(=O)Nc2ccc(C(F)(F)F)cc2)sc2nc(-c3cccs3)ccc12	0.8	-2	-13	/	2.4	-8	/	-6	14
CC(=O)Nc1cccc(Oc2nc(C(F)(F)F)nc3ccccc23)c1	-2.7	/	-3	-38	0.1	6	5	-3	5
CSc1nsc(SCC(=O)NC2CCCCC2)n1	-0.5	1	5	-2	-0.4	1	-9	-1	-1
CC1CCN(CCn2c(=S)[nH]c3cc4c(cc3c2=O)OCO4)CC1	-0.5	3	-24	-7	-0.4	4	30	-3	1
Cc1ccc(C(=O)NC2(C(F)(F)F)N=C(c3ccccc3)N(C3CCCCC3)C2=O)cc1 (stereo unspecified)	-0.4	-1	-2	/	-3.4	-2	/	1	1
CCCS(=O)(=O)c1c(S(=O)(=O)CCC)c2cnccn2c1C(=O)c1ccc(F)cc1	0.2	-3	10	1	-0.5	-13	-4	-7	2
COC(=O)COc1ccc(Oc2nc(SC)nc(N(C)C)n2)nn1	0.3	-1	2	-8	-0.1	0	14	-5	3
COc1cccc(NC(=O)NCCCCc2ccccc2)c1	-1.4	-5	-10	-11	-0.2	-15	-3	5	7
COc1ccc(NC(=O)c2nc(C)c(C3(C)CC(c4ccccc4)=NO3)s2)cc1 (stereo unspecified)	-0.1	-1	-8	/	0.8	4	-2	6	6
Cc1ccn2c(=O)c(C(=O)NC(C)c3ccccc3)c(O)nc2c1 (stereo unspecified)	/	-7	-9	1	-0.2	8	/	3	2
CCCC(=O)NCc1ccncc1	0.5	0	6	/	0.5	-19	-26	4	4
S=C(Nc1ccc(Oc2ccccc2)cc1)NC1CCCC1	0.9	-7	10	-5	0.3	-22	5	14	15
Cc1n[nH]c(C)c1S(=O)(=O)N1CCc2ccccc2C1	1.2	2	-5	17	-0.4	6	-4	7	-1
COc1ccc(NC(=O)C2CCN(C(=O)c3ccccc3)CC2)cc1OC	/	-2	/	-2	-0.1	4	/	0	1
Cc1ccc(S(=O)(=O)c2cn(CC(=O)Nc3ccc4c(c3)OCO4)c3ccccc3c2=O)cc1	-0.1	-3	-14	/	1.5	-15	/	0	4
Cc1ccc(-n2nc(C)c3c(C)c(CCC(=O)NCc4ccccc4Cl)c(C)nc32)cc1C	-0.1	-1	2	/	-0.2	-28	/	6	-1
Cc1[nH]n(-c2ccc(Cl)cc2)c(=O)c1C=Nc1ccc(S(=O)(=O)N2CCOCC2)cc1	0.3	1	-8	18	-0.4	-1	-1	-1	1
COc1cc(NC(=O)CSc2nnc(-c3cc(C)on3)o2)cc(OC)c1	0.5	-3	-20	2	-0.6	3	-5	5	0
CCOc1cccc(CC(=O)N2CCc3c([nH]c4ccccc34)C2c2ccc(F)cc2)c1OCC (stereo unspecified)	-0.5	1	17	6	0.5	3	/	5	2
COc1ccc(N2C(=O)CSC2c2ccc([N+](=O)[O-])cc2)cc1 (stereo unspecified)	-2.2	6	-2	6	-0.2	5	-10	-5	4
CCC(=O)N1c2ccccc2NC2=C(C(=O)CCC2)C1c1ccc(N(C)C)cc1 (stereo unspecified)	0.2	-6	0	11	0.1	-20	-13	-1	1
CCOCCCNS(=O)(=O)c1cc2[nH]c3c(c2cc1C)C(=O)CC(C)(C)C3	0.8	6	1	-3	0.0	2	-22	10	1
CCOc1ccc(NC(c2ccccc2)P(=O)(OC)OC)cc1 (stereo unspecified)	0.4	0	3	6	0.6	-1	-2	4	10
CCOc1ccc(CCNC(=O)c2ccc(-c3nc(COc4ccc(C)cc4)c(C)o3)cc2)cc1	0.0	-4	-7	-4	-0.1	-17	/	-1	0
O=C(/C=C/c1ncc(C(F)(F)F)cc1Cl)OCc1ccccc1	0.2	6	-4	-27	0.7	6	-6	14	2
CC1CN2C(c3ccc(Cl)cc3)=CSC2=N1 (stereo unspecified)	-0.4	3	-1	-2	-0.1	-4	13	-8	3
O=C(Nc1ccc(C(F)(F)F)cc1)C1(c2ccccc2)CC1	-0.4	1	-5	-63*	0.8	13	-2	7	5
CC(=O)N1N=C(c2ccc(C)cc2)OC1c1ccc(Br)cc1 (stereo unspecified)	-0.4	4	6	-4	-0.6	-30*	3	8	4
COc1cccc(Cc2nc3ccccc3nc2SCC(=O)Nc2ccccc2F)c1	1.2	-2	-10	0	2.0	6	/	-1	9
O=C(NC(=O)c1ccc(C(F)(F)F)cc1)Nc1ccc(-c2cnco2)cc1	0.7	3	-3	-2	0.0	-1	-1	5	2
CS(=O)(=O)Nc1ccc(C(=O)NCc2ccc3c(c2)OCO3)cc1	0.3	-9	-12	1	0.7	-2	16	-5	3
COc1ccc(CC(=O)OCC(=O)c2ccc[nH]2)cc1	-0.3	-2	5	-8	-0.5	17	7	-2	5
COc1ccc(-n2cnc3c(sc4nccc(N(C)C)c43)c2=O)cc1	0.1	1	-3	7	-0.8	-23	-19	-2	3
CC(Sc1nc2ccc(Br)cc2[nH]1)C(=O)O (stereo unspecified)	-0.8	-4	6	9	0.3	15	1	0	0
COC(=O)[C@H](CCSC)NC(=O)Nc1ccc(OC)cc1OC	-0.5	-3	1	15	-0.2	-7	8	1	0
COc1cccc2sc(NNC(=O)c3nc4ccccc4s3)nc12	-0.2	-2	0	/	-0.3	-7	17	-1	-3
Cc1ccc(S(=O)(=O)Nc2ccccc2C(=O)N2CCCC2)cc1	-0.5	-7	18	-2	0.7	13	-15	-2	2
CCCCN(C(=O)CCC(=O)Nc1cc(C)on1)C(C(=O)NC1CCCC1)c1ccc(F)cc1 (stereo unspecified)	2.3	-4	18	-21	0.1	-15	6	6	1
O=C(CSCc1ccccc1Cl)N1CCN(c2ccc(F)cc2)CC1	0.6	-2	-7	-3	-0.8	-7	/	-2	-1
O=C(c1ccc(-c2ccc(Cl)cc2)o1)N1CCN(c2ccc([N+](=O)[O-])cc2Cl)CC1	0.1	-6	-7	6	0.5	-26	13	-6	4
CC(=O)N1CCN(CCN=CC2=C(O)CC(c3ccc(Cl)cc3)CC2=O)CC1 (stereo unspecified)	0.2	1	-6	-18	1.7	19	-15	21	0
COc1cccc(-n2c(Cc3cc(=O)[nH]c(=O)[nH]3)nnc2SCc2cccnc2)c1	0.7	-4	6	/	0.3	1	8	-1	3
C=CCn1c(O)c(N=Nc2ccccc2O)c2ccccc21	3.3	-3	-7	/	12	1	-16	-2	41*
COc1cccc(OC)c1OCCCOc1cccc2cccnc12	0.1	-12	-2	7	-0.1	-17	-9	-5	7
Cc1cc(NC(=O)CCC(=O)N(Cc2ccco2)C(C(=O)NC2CCCCC2)c2ccccc2)no1 (stereo unspecified)	0.0	-4	-5	5	-1.1	0	-3	-2	4
Cc1ccc(C)c(S(=O)(=O)N2CCN(C(=O)Cc3c(F)cccc3Cl)CC2)c1	-0.1	8	2	0	-0.1	13	0	-3	2
Cc1ccc(C)c(S(=O)(=O)Nc2cccc(-n3cnnn3)c2)c1	0.6	-3	-11	23	0.1	-6	4	-6	3
COc1ccc(NC(=O)CN2C(=O)COc3ccc(S(=O)(=O)N4CCCCC4)cc32)c(OC)c1	/	4	/	6	-1.9	-8	/	-4	0
NC(=O)C1CCN(C(=O)c2ccc3ccccc3c2)CC1	-0.1	7	-2	-22	-0.2	-20	12	-1	4
COc1ccc(S(=O)(=O)N(C)c2ccc(C(=O)N3CCC(C(N)=O)CC3)cc2)cc1OC	1.3	-4	-5	6	0.5	-8	12	-3	0
c1ccc(-c2noc(-c3ccc4ccccc4c3)n2)cc1	/	0	/	15	0.8	9	/	1	6
